Bioassay records from PubChem.
XBP1 UPR activ: adaptive UPR (XBP1) activation | CHO-XBP1 luciferase reporter, IRE1-XBP1 UPR activation, luminescence; percent of tunicamycin response, DMSO as zero | activation, % at 20 µM | actives 0.33% (n = 330,000) | AID 463104;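 active means versus positive control, 20 µM dose yields 30% or more activation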;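 further: 100% = tunicamycin at 10 µg/mL and 0% = DMSO only wells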
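Material: IRE1-XBP1 luciferase reporter CHO line / Quantity: one thousand reporter cells per well / Buffer or medium: F12 with 10% serum / Compound: 20 µM single concentration, DMSO 1% / Times: 6 h treatment, 37 °C / Detection: Steady-Glo luciferase glow luminescence, 10 min after reagent addition / Benchmarks: tunicamycin high, DMSO low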
Mdm2-MdmX inh: disrupts the human Mdm2-MdmX interaction | SaOS-2 split-luciferase Mdm2/MdmX complementation, luminescence | inhibition, % at 8 µM | actives 3% (n = 330,000);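 active means inhibition of at least 50% at 8 µM in the primary screen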
Target sequence (O15151 whole entry, looked up): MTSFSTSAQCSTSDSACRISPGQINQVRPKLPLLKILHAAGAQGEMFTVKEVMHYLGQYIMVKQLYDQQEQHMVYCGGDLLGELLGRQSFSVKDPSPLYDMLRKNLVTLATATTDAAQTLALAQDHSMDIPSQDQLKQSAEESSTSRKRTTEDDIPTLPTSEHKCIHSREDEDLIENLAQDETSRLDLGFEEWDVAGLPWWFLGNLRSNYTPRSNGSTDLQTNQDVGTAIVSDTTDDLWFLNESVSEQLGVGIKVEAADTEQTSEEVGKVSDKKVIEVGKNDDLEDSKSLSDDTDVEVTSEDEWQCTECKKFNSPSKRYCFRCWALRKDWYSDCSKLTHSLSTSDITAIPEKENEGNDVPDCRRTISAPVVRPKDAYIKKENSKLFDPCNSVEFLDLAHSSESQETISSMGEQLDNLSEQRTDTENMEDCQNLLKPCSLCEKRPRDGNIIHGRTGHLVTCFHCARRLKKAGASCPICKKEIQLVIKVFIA
Target sequence (Q00987 whole entry, looked up): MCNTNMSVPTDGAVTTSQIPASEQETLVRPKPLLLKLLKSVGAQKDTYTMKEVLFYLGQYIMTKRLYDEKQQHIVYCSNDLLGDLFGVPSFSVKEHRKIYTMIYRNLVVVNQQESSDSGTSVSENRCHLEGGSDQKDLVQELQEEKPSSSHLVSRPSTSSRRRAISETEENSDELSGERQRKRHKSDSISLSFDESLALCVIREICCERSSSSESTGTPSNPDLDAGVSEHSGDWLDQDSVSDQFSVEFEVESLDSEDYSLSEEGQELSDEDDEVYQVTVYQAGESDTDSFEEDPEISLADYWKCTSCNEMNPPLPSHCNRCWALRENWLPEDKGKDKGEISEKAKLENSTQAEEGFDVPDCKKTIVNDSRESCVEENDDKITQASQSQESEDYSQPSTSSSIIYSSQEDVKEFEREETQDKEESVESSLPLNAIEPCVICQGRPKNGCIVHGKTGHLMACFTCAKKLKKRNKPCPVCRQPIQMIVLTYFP
tim10-1 inh: tim10-1 yeast growth inhibition; actives 2.2% (n = 330,000); S. cerevisiae tim10-1 ts strain growth, BacTiter-Glo, 24 h; inhibition, % at 20 µM;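 active means inhibition of at least 40%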;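 further: mutant grown at 25 °C; 0% = DMSO wells with yeast and 100% = wells holding no yeast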
697 NFkB inh: inhibitors of the PMA/ionomycin-induced NF-kB reporter in 697 B cells; actives 0.33% (n = 330,000); 697 B-cell NF-kB luciferase reporter, 16 h; inhibition, % at 4 µM; in the data active means inhibition above about 35%
tim23-1 inh: inhibits growth of tim23-1 mutant yeast. S. cerevisiae tim23-1 growth, BacTiter-Glo luminescence, 24 h. inhibition, % at 20 µM. actives 1.3% (n = 330,000). AID 463212;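 active means growth inhibition of the mutant yeast at or above 50%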;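 further: temperature-sensitive mutant grown at 25 °C; plate controls were DMSO-treated mutant yeast for no effect and medium wells lacking yeast for full effect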
Jurkat NFkB inh: inhibitors of the PMA/ionomycin-induced NF-kB reporter in Jurkat cells | PMA/ionomycin-induced NF-kB luciferase reporter, luminescence | inhibition, % at 4 µM | actives 0.53% (n = 330,000); in the data active means inhibition above about 50%
TIM10 inh: TIM10 yeast growth inhibition; S. cerevisiae TIM10 strain growth, BacTiter-Glo luminescence, 24 h; inhibition, % at 10 µM; actives 1.4% (n = 330,000); AID 463195;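 active means inhibition of 40% or more at the single tested concentration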;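 further: wild-type TIM10 isogenic control strain grown at permissive 25 °C; 0% = DMSO yeast wells and 100% = minimal medium wells without yeast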
CHOP UPR activ: apoptotic UPR (CHOP) activation. activation, % at 10 µM. actives 0.34% (n = 330,000). AID 449763. CHO-CHOP luciferase reporter, luminescence; percent of tunicamycin response over DMSO baseline;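 active means at 10 µM dose, activation of 40% or more, normalized to positive control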;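 further: 100% = tunicamycin at 10 µg/mL and 0% = DMSO alone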
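System: CHO-CHOP luciferase reporter cell line | Buffer or medium: F12 medium containing 10% fetal bovine serum | Doses: One dose, 10 µM in 0.5% DMSO | Times: 6 h compound exposure at 37 °C after overnight seeding | Signal: Luciferase luminescence | Read-out: % activation vs tunicamycin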
The depositor's hits bear a star. An unsorted share of the library; overall some 6.6% were active at least once.

Letter code: A = XBP1 UPR activ; B = Mdm2-MdmX inh; C = tim10-1 inh; D = 697 NFkB inh; E = tim23-1 inh; F = Jurkat NFkB inh; G = TIM10 inh; H = CHOP UPR activ
O=C(CSC(=S)N1CCCC1)N/N=C/c1c(O)[nH]c(=S)[nH]c1=O
  A: -2.6 | B: -19.9 | C: -0.8 | D: 15.4 | E: -2.6 | F: -5.7 | G: 6.8 | H: -0.1
CCCCN1CC[C@H]2C=CC[C@@H](C(=O)N3CCN(c4ccccc4)CC3)[C@H]2C1=O
  A: -3.6 | B: 4.6 | C: -0.8 | D: 16.9 | E: 3.6 | F: 13.8 | G: 3.6 | H: 0.3
Cc1ccc(N2CCOCC2)c2c1C(=O)c1ccccc1C2=O
  A: 2.2 | B: -5.1 | C: 30.8 | D: 0.0 | E: 22.5 | F: 0.8 | G: 22.6 | H: -2.7
O=C(O)c1ccc(NC(=S)Nc2ccccc2)cc1
  A: 0.9 | B: -12.5 | C: -3.4 | D: -52.2 | E: 5.0 | F: -2.9 | G: -4.3 | H: 2.0
C/C(=N/Oc1nc(C)cc(C)n1)c1ccc(F)cc1
  A: -1.2 | B: 6.2 | C: 13.9 | D: -4.0 | E: 6.9 | F: 11.5 | G: 2.9 | H: -0.8
O=c1oc2ccccc2c(O)c1/C=N/c1ccccn1
  A: -1.9 | B: 22.0 | C: 3.0 | D: 0.7 | E: -0.1 | F: -26.3 | G: -3.9 | H: -3.4
COc1ccc(CNC(=O)c2ccc3c(c2)NC(=O)C(C)S3)cc1 (centres undefined)
  A: 1.0 | B: 6.7 | C: 5.6 | D: 3.1 | E: 7.2 | F: -14.6 | G: -19.1 | H: 2.2
COc1ccc(CCNC(=O)COc2ccc(-c3ccccc3)cc2)cc1OC
  A: -1.0 | B: 10.8 | C: 24.4 | D: -23.0 | E: 2.1 | F: 6.8 | G: -10.9 | H: -3.5
OCc1nnn(-c2cccc(C(F)(F)F)c2)c1CO
  A: -0.1 | B: 16.2 | C: -4.6 | D: 25.7 | E: -7.8 | F: -9.6 | G: -2.3 | H: -2.8
COc1ccc(OC)c(-c2nnc(NC(=O)C(C)Sc3nncn3C)s2)c1 (centres undefined)
  A: -1.6 | B: 19.8 | C: 34.2 | D: 9.2 | E: 31.1 | F: 6.2 | G: 16.1 | H: 0.6
CCC1C(=O)NCCN1C(=O)c1cc(COc2cc(C)ccc2C)on1 (centres undefined)
  A: -1.1 | B: 34.0 | C: 18.9 | D: 0.1 | E: 7.4 | F: -3.1 | G: 2.5 | H: 5.1
CCN(CC)c1ccc(NC(=O)c2ccccc2F)cc1S(=O)(=O)Nc1ccccc1OC
  A: -0.7 | B: 14.0 | C: 30.0 | D: 16.7 | E: 20.6 | F: 6.8 | G: 28.5 | H: 2.6
CC(C)Cc1ccc(C(C)C(=O)Nc2ncccn2)cc1 (centres undefined)
  A: -2.2 | B: 7.1 | C: -32.5 | D: 6.6 | E: 7.9 | F: 0.3 | G: -26.0 | H: -1.6
COc1cc(-n2c(=O)c3ccccc3n(Cc3cccc(C)c3)c2=O)cc(OC)c1OC
  A: -2.3 | B: 19.8 | C: 7.6 | D: -0.3 | E: -6.6 | F: 4.4 | G: -6.2 | H: 0.7
CNc1n[nH]c(=S)s1
  A: -0.2 | B: 14.6 | C: -0.4 | D: 6.2 | E: 0.2 | F: 6.1 | G: -13.3 | H: 3.1
COc1cc(OC)c(C2NC(=O)CCC2[N+](=O)[O-])cc1OC (centres undefined)
  A: -2.4 | B: -0.2 | C: 14.8 | D: 12.2 | E: 15.0 | F: -28.9 | G: 2.1 | H: -0.8
O=C(COC(=O)C1CC(=O)N(c2nc(-c3ccccc3)cs2)C1)c1ccccc1 (centres undefined)
  A: -3.0 | B: 10.7 | C: 36.7 | D: 18.6 | E: 24.2 | F: 1.2 | G: 32.6 | H: -1.3
CCOC(=O)c1c(NC(=O)CN2C(=O)NC3(CCCCC3C)C2=O)sc(C)c1C (centres undefined)
  A: -3.2 | B: 16.5 | C: -8.0 | D: 7.7 | E: -5.2 | F: 4.3 | G: 11.7 | H: 0.5
Cc1cc(C)c2nc(N3CCCC(C(=O)NC4CCCC4)C3)sc2c1 (centres undefined)
  A: -1.8 | B: -23.8 | C: 17.5 | D: -72.4 | E: 20.8 | F: -2.0 | G: 19.7 | H: 3.6
COc1cccc(OCc2cc(C(=O)N(C)CCOc3ccc(C)cc3)no2)c1
  A: -5.6 | B: -73.0 | C: 21.7 | D: -106.2 | E: 20.8 | F: -79.2 | G: -3.3 | H: 2.1
C=CCOC(=O)C1=C[C@@H](c2ccc3c(c2)OCO3)C[C@@H](OCCCCO)O1
  A: 3.1 | B: 2.9 | C: 18.8 | D: 8.5 | E: 25.1 | F: 5.9 | G: 0.2 | H: 2.9
CCC(C)NS(=O)(=O)c1ccc(NC(C)=O)cc1 (centres undefined)
  A: -2.0 | B: 13.6 | C: 1.0 | D: 4.2 | E: 3.3 | F: 8.0 | G: 3.2 | H: -1.7
CCn1ncc(Br)c1C(=O)Nc1c(C)nn(Cc2c(F)c(F)c(F)c(F)c2F)c1C
  A: -2.1 | B: 8.7 | C: 17.1 | D: -5.4 | E: 12.8 | F: -7.7 | G: 5.4 | H: -0.5
C=CCn1c(SCCOc2ccc(OC)cc2)nnc1C(CO)NC(=O)c1ccc(OC)cc1 (centres undefined)
  A: -2.5 | B: 16.7 | C: -2.4 | D: 12.3 | E: 23.5 | F: 13.5 | G: 11.6 | H: -1.0
C/C(=N\NC(=O)c1ccc(Cl)cc1)c1cccc(NC(=O)C(C)C)c1
  A: -2.8 | B: 27.9 | C: 19.9 | D: 16.7 | E: 22.4 | F: -6.9 | G: 7.2 | H: -1.0
C(=N\n1cnnc1)/c1ccc(N2CCOCC2)s1
  A: 5.6 | B: 4.9 | C: 3.5 | D: 9.6 | E: 3.5 | F: 1.6 | G: -10.9 | H: -1.5
CCSc1nnc(NC(=O)CSc2nnc(C)c(=O)n2N)s1
  A: -1.8 | B: -0.2 | C: 11.2 | D: -7.6 | E: 9.2 | F: -13.4 | G: -2.6 | H: 1.2

In the list so far, 2 contain an NH in an aromatic ring:
Letter code: A = XBP1 UPR activ; B = Mdm2-MdmX inh; C = tim10-1 inh; D = 697 NFkB inh; E = tim23-1 inh; F = Jurkat NFkB inh; G = TIM10 inh; H = CHOP UPR activ
O=C(CSC(=S)N1CCCC1)N/N=C/c1c(O)[nH]c(=S)[nH]c1=O
  A: -2.6 | B: -19.9 | C: -0.8 | D: 15.4 | E: -2.6 | F: -5.7 | G: 6.8 | H: -0.1
CNc1n[nH]c(=S)s1
  A: -0.2 | B: 14.6 | C: -0.4 | D: 6.2 | E: 0.2 | F: 6.1 | G: -13.3 | H: 3.1

Part of the list above in order of formula weight, largest number first:
Letter code: A = XBP1 UPR activ; B = Mdm2-MdmX inh; C = tim10-1 inh; D = 697 NFkB inh; E = tim23-1 inh; F = Jurkat NFkB inh; G = TIM10 inh; H = CHOP UPR activ
C=CCn1c(SCCOc2ccc(OC)cc2)nnc1C(CO)NC(=O)c1ccc(OC)cc1 (centres undefined)
  A: -2.5 | B: 16.7 | C: -2.4 | D: 12.3 | E: 23.5 | F: 13.5 | G: 11.6 | H: -1.0
CCOC(=O)c1c(NC(=O)CN2C(=O)NC3(CCCCC3C)C2=O)sc(C)c1C (centres undefined)
  A: -3.2 | B: 16.5 | C: -8.0 | D: 7.7 | E: -5.2 | F: 4.3 | G: 11.7 | H: 0.5
C(=N\n1cnnc1)/c1ccc(N2CCOCC2)s1
  A: 5.6 | B: 4.9 | C: 3.5 | D: 9.6 | E: 3.5 | F: 1.6 | G: -10.9 | H: -1.5

Filtered by structure, the entries above containing an aryl thioether with sulfur outside any ring
Letter code: A = XBP1 UPR activ; B = Mdm2-MdmX inh; C = tim10-1 inh; D = 697 NFkB inh; E = tim23-1 inh; F = Jurkat NFkB inh; G = TIM10 inh; H = CHOP UPR activ
COc1ccc(OC)c(-c2nnc(NC(=O)C(C)Sc3nncn3C)s2)c1 (centres undefined)
  A: -1.6 | B: 19.8 | C: 34.2 | D: 9.2 | E: 31.1 | F: 6.2 | G: 16.1 | H: 0.6
C=CCn1c(SCCOc2ccc(OC)cc2)nnc1C(CO)NC(=O)c1ccc(OC)cc1 (centres undefined)
  A: -2.5 | B: 16.7 | C: -2.4 | D: 12.3 | E: 23.5 | F: 13.5 | G: 11.6 | H: -1.0
CCSc1nnc(NC(=O)CSc2nnc(C)c(=O)n2N)s1
  A: -1.8 | B: -0.2 | C: 11.2 | D: -7.6 | E: 9.2 | F: -13.4 | G: -2.6 | H: 1.2
